Screens from PubChem.
M5 ag = CHRM5 agonism in calcium assay; P08912; CHO-K1 hM5 cells, Fluo-8 calcium fluorescence; 0% DMSO wells, 100% maximal acetylcholine response; activation, % at 3 µM; hit rate 0.19% among 360,000; AID 624037;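 active = activation above the run's mean over test compounds plus 3 SD, cut at about 23% in these data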;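 note: signal is peak over basal fluorescence ratio across the kinetic read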
Target sequence (P08912 whole entry, looked up): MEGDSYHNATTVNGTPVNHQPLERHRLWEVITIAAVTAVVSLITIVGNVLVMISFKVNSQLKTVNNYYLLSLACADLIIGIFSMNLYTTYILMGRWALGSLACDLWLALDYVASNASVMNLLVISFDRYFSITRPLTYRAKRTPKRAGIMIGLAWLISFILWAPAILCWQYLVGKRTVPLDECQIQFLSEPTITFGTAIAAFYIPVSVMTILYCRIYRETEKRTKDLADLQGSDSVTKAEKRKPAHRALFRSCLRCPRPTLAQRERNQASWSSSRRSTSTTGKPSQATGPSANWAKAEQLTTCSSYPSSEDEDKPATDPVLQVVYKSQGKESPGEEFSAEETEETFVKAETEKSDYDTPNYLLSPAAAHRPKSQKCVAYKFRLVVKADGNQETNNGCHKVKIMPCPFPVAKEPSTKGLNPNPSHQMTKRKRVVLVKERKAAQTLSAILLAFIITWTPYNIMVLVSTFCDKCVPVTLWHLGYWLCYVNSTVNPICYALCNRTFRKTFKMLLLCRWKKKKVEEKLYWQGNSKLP
CHO-K1 Ca antag = counter-screen for M1 antagonists: effect in parental CHO-K1 cells; ATP-induced calcium, Fluo-8 fluorescence; inhibition, % at 3 µM; hit rate 0.6% among 360,000; AID 602250;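 active = inhibition above a per-plate cutoff, the plate's mean sample inhibition plus 3 SD, cut at about 24% in these data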;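 note: 0% = DMSO plus EC80 ATP and 100% = DMSO alone without ATP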
CHRM5 PAM = positive allosteric modulators of human muscarinic M5 receptor | activation, % at 3 µM | hit rate 0.3% among 360,000 | CHO-K1 hM5, Fluo-8 calcium, ACh EC20 PAM; 0% = ACh EC20, 100% = ACh EC100 | P08912;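 active = activation above the run cutoff, the mean activation of all test compounds plus 3 SD, cut at about 18% in these data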
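Replicates: One well per compound, no replicates | System: Human M5 receptor in CHO-K1 cells | Benchmarks: Low control EC20 acetylcholine (0%), high control EC100 acetylcholine (100%) | Probe or stimulus: Acetylcholine, EC20 level | Times: Fluo-8 loading 80 min at 37 °C plus 30 min room temperature | Signal: Intracellular calcium via Fluo-8 fluorescence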
CHRM5 antagonist = CHRM5 antagonism in calcium assay; P08912; CHO-hM5 cells, Fluo-8 calcium fluorescence, ACh EC80; inhibition, % at 3 µM; hit rate 0.59% among 360,000;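 active = inhibition above a per-plate cutoff, the mean of that plate's test compounds plus 3 SD, cut at about 27% in these data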;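 note: 0% = acetylcholine EC80 with DMSO and 100% = DMSO without agonist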
CHO-K1 Ca PAM = nonselective activator or artifact in parental CHO-K1 calcium assay | ATP EC20, Fluo-8 calcium fluorescence; 0% at ATP EC20, 100% at ATP max | activation, % at 3 µM | hit rate 0.02% among 360,000;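 active = activation above the run cutoff, the mean activation of all test compounds plus 3 SD, cut at about 40% in these data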;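 note: peak over basal fluorescence ratio in a 140 s read after ATP addition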
CHRM4 agonist = CHRM4 agonism in calcium assay; P08173; CHO-K1 hM4/Gqi5, Fluo-8 calcium fluorescence; vehicle 0%, full acetylcholine response 100%; activation, % at 3 µM; hit rate 0.14% among 360,000; AID 624127;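 active = activation above the run mean over all test wells plus 3 SD, cut at about 32% in these data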;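 note: peak over basal fluorescence ratio per well then scaled between controls; 0% = DMSO wells and 100% = acetylcholine at EC100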
Target sequence (P08173 whole entry, looked up): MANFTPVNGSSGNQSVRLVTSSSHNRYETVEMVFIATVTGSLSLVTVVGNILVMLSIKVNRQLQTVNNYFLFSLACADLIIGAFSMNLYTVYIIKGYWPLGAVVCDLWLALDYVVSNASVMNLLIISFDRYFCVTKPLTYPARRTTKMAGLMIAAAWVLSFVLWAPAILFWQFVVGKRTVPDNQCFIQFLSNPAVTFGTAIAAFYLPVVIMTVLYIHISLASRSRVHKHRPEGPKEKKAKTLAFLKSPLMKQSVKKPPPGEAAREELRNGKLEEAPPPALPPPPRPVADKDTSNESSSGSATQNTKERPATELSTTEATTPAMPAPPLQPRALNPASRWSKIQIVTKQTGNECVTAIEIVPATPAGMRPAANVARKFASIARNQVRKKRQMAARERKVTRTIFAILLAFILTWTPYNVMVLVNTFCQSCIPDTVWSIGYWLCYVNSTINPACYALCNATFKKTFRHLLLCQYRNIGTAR
M4 antag = blocks acetylcholine activation of human M4 receptor. inhibition, % at 3 µM. P08173. hit rate 0.73% among 360,000. CHO-hM4 cells, ACh EC80, Fluo-8 calcium fluorescence;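 active = inhibition above its plate's cutoff, the mean inhibition of sample wells plus 3 SD, cut at about 27% in these data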;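 note: 0% = acetylcholine EC80 with DMSO and 100% = DMSO without agonist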
CHRM4 PAM = positive allosteric modulators of human muscarinic M4 receptor. activation, % at 3 µM. hit rate 0.4% among 360,000. CHO-K1 hM4/Gqi5, Fluo-8 calcium fluorescence, ACh EC20; 0% = ACh EC20, 100% = maximal ACh. AID 624126;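 active = activation above its plate's cutoff, the mean activation of sample wells plus 3 SD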; note: some results filed as inactive read as strong as hits
M1 ag parental = nonselective activator or artifact in parental CHO-K1 cells; Fluo-8 calcium fluorescence; scaled to maximal ATP response, vehicle zero; activation, % at 3 µM; hit rate 0.48% among 360,000; AID 602248; in the data active = activation above about 15%;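 note: untransfected CHO-K1 host cells lacking M1 receptor as counterscreen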
Starred values were filed as active, the others as inactive; · = not tested or not shown.

Compound,M5 ag,CHO-K1 Ca antag,CHRM5 PAM,CHRM5 antagonist,CHO-K1 Ca PAM,CHRM4 agonist,M4 antag,CHRM4 PAM,M1 ag parental
C=CCN(CC=C)S(=O)(=O)c1ccc(NC(=S)NC(=O)/C=C/c2ccccc2)cc1,-1,-11,-7,2,14,2,-8,9,0.0
COc1ccc(-c2noc(N3CCC(C(=O)NCc4ccc(Cl)cc4)CC3)n2)cc1,2,0,-3,2,-13,1,7,-2,0.1
CCCCN(C)C(=O)c1cc2cc3ccc(OC)cc3nc2s1,-10,4,-15,8,-11,4,-3,3,1.2
CCOC(=O)Cn1cnc2c(nnn2-c2ccccc2)c1=O,0,-4,-3,1,2,0,-5,-2,-0.3
CC1=NOC(=O)/C1=C\c1ccccc1,2,-5,2,4,19,0,6,-13,0.7
COc1ccccc1NC(=O)c1ccc(NC(=O)COC(=O)C2CCCCC2)cc1,-2,7,-12,0,7,10,-5,-6,19*
Cc1ccc(C(=O)NCC(=O)O)o1,0,-9,4,5,18,2,-9,14,4.2
COc1ccc(N(C(=O)/C=C/C(=O)Nc2cc(C)on2)C(C(=O)NC2CCCC2)c2ccccc2C)cc1 (stereo unspecified),-2,-14,-5,-3,23,3,-29,-1,2.7
CCC(=O)Nc1ccc(C(=O)CSc2nnc(-c3ccccc3F)n2CCc2ccccc2)cc1,1,-2,-4,4,6,7,4,-11,2.2
COc1ccccc1C(CNC(=O)c1oc2ccccc2c1C)N1CCCC1 (stereo unspecified),-12,-14,-30,8,0,1,-3,-3,-0.2
Cc1ccc(C(=O)NC(=S)Nc2ccc3[nH]c(=O)[nH]c3c2)cc1,1,-5,7,-10,-8,0,-4,10,-0.4
COc1ccc(NS(=O)(=O)c2cccs2)cc1S(=O)(=O)N1CCOCC1,-2,-14,-4,8,0,0,7,0,1.0
CCOC(=O)C1(C)Oc2ccccc2C(C(=O)OC)=C1C(=O)OC (stereo unspecified),1,-3,0,-6,6,1,-1,-4,-0.1
COCCCNCCCOc1ccc(Cl)cc1Br,-4,19,-2,4,-6,5,6,4,0.3
CCNC(=O)NCc1c(C)c(C)n(Cc2ccccc2)c1-n1cccc1,-6,-3,6,-4,4,-1,-15,12,0.7
COc1ccc(C2=CC(c3ccc(OC)c(OC)c3)NC(=S)N2)cc1 (stereo unspecified),-1,20,3,0,-4,0,10,-1,-0.4
O=C1c2cccc(OCc3ccc(F)cc3)c2CCN1Cc1ccccc1,-3,2,-4,9,24,1,5,-10,3.3
Cc1ccc(NCc2cccnc2)cc1,0,-4,1,0,17,0,1,15,1.7
O=C(Nc1ccc(Cl)cc1)Nc1csc([N+](=O)[O-])c1,6,16,-33,37*,2,11,7,-6,16*
COCCCn1c2nc3ccccc3nc2c2c(=O)n(Cc3ccc(Cl)cc3)cnc21,-5,-8,-6,3,8,0,-2,0,0.5
O=C(COc1ncnc2ccccc12)NC1CCCC1,0,3,-1,-7,-19,0,-12,4,-0.2
COc1cccc(NC(=O)Cc2cccs2)c1,-1,-8,2,6,16,0,0,3,0.5
COc1ccc(-c2cnc3c(NC=O)cc(-c4ccc(C(=O)N5CCOCC5)cc4)cn23)cc1OC,0,-6,10,-6,2,-2,-11,11,-0.5
Cc1ccccc1NC(=O)N1CCCC1C(=O)NCc1cccs1 (stereo unspecified),-2,-15,0,-2,19,0,11,4,0.9
CCC(C)NC(=O)C1CCN(S(=O)(=O)c2cccs2)CC1 (stereo unspecified),0,0,-1,0,15,1,-2,-4,1.4
CN1CCCC(C)(C(=O)Nc2ccc3scnc3c2)C1 (stereo unspecified),0,-5,-3,6,8,0,-8,-5,0.6
CNC(=O)C[C@@H]1C(=O)N(C2CCCCC2)CC1(C)C,1,-11,0,-3,4,1,-4,4,-0.1
O=C(C[C@@H]1C/C=C/CC[C@@H](Cc2ccc(F)cc2)C(=O)OCCNC1=O)N[C@H](CO)Cc1ccccc1,0,-1,11,5,-7,0,-8,19,-0.5
Cc1ccc2cc(CN(CC3CCCO3)C(=S)NCc3ccco3)c(=O)[nH]c2c1C (stereo unspecified),-4,-17,-9,7,25,1,-6,-2,0.6
CC(=O)Nc1ccc(S(=O)(=O)N2CCN(C(=O)c3ccccc3F)CC2)cc1,0,1,0,-5,6,3,-8,6,0.7
CCC(CO)NC(=O)c1cccc(S(=O)(=O)N2c3ccccc3CC2C)c1 (stereo unspecified),1,-5,0,7,20,2,5,15,0.4
O=S(=O)(NCc1ccco1)c1ccc(Cl)s1,-4,-12,0,10,3,0,-3,4,0.8
CN(C(=O)c1cccc(NC(=O)Cc2cccc([N+](=O)[O-])c2)c1)C1CCC1,5,3,5,5,-7,1,2,-1,0.4
Cc1ccc2oc(C(=O)N3CCN(CCO)CC3)c(C)c2c1,0,-3,-1,8,18,2,8,-3,1.0
CCCCOc1ccc(Cl)cc1Nc1nc(NCCO)nc(N2CCCC2)n1,1,-17,1,5,17,0,-4,14,1.6
CC1CCN(c2ccc(C(=O)Nc3ccc4c(c3)OCO4)cc2[N+](=O)[O-])CC1,-6,-5,-14,-1,13,2,0,-11,3.3

Compounds from the list above with a furan ring, fused or not:
Compound,M5 ag,CHO-K1 Ca antag,CHRM5 PAM,CHRM5 antagonist,CHO-K1 Ca PAM,CHRM4 agonist,M4 antag,CHRM4 PAM,M1 ag parental
Cc1ccc(C(=O)NCC(=O)O)o1,0,-9,4,5,18,2,-9,14,4.2
COc1ccccc1C(CNC(=O)c1oc2ccccc2c1C)N1CCCC1 (stereo unspecified),-12,-14,-30,8,0,1,-3,-3,-0.2
Cc1ccc2cc(CN(CC3CCCO3)C(=S)NCc3ccco3)c(=O)[nH]c2c1C (stereo unspecified),-4,-17,-9,7,25,1,-6,-2,0.6
O=S(=O)(NCc1ccco1)c1ccc(Cl)s1,-4,-12,0,10,3,0,-3,4,0.8
Cc1ccc2oc(C(=O)N3CCN(CCO)CC3)c(C)c2c1,0,-3,-1,8,18,2,8,-3,1.0

Later entries.
Order of values: M5 ag | CHO-K1 Ca antag | CHRM5 PAM | CHRM5 antagonist | CHO-K1 Ca PAM | CHRM4 agonist | M4 antag | CHRM4 PAM | M1 ag parental
> COCCCNC(=O)Cc1c(C)c2c(cc(C)c3c(C)c(C)oc32)oc1=O
→ 0 | -7 | 5 | -1 | -9 | 0 | -10 | -7 | -0.5
> COc1ccc(-c2nc3c(Cl)cc(C(F)(F)F)cn3c2Cc2cccc(F)c2)cc1OC
→ 4 | -12 | 2 | 2 | -8 | 2 | 6 | 18 | -0.1
> CC(C)(C(=O)N1CCC1(C)C(=O)NS(=O)(=O)c1ccccc1Cl)c1ccccc1 (stereo unspecified)
→ -1 | -5 | -2 | -11 | 4 | 1 | -24 | 2 | 0.7
> CC1CCN(S(=O)(=O)c2ccc(NC(=O)C3CC3)cc2)CC1
→ 4 | -14 | -4 | 9 | 13 | 4 | 6 | 2 | 6.5
> Fc1ccc2nc(C(F)(F)F)cc(N3CCOCC3)c2c1
→ -2 | -5 | 0 | 6 | 17 | 1 | -1 | -3 | 0.0
> O=C(NCCN1CCN(c2cccc(Cl)c2)CC1)c1ccc(CSc2nc3ccncc3[nH]2)cc1
→ 4 | -3 | -11 | 12 | 14 | 7 | 3 | -14 | 2.8
> CCn1ncc(Cl)c1C(=O)Nc1cc(Cl)ccc1Cl
→ -3 | -20 | -1 | -3 | 11 | 0 | -11 | 5 | -0.6
> CN(C)C(=O)CCc1nc2sc3c(c2c(=O)[nH]1)CCCC3
→ 2 | -17 | -6 | -1 | -8 | 1 | 0 | -4 | 0.8
> CCN(CC)c1ccc(/C=C/C(=O)c2cccnc2)cc1
→ 3 | 0 | 5 | -3 | 16 | 0 | -6 | 1 | -0.3
> CCCOc1ccc(CSc2n[nH]c(C)n2)cc1
→ -3 | -13 | -7 | 18 | 9 | 2 | 6 | -1 | 2.2
> CC(=O)N1N=C(c2ccc(C(C)(C)C)cc2)OC1(C)C
→ -2 | 1 | -2 | 5 | 3 | -1 | 7 | 1 | 0.7
> COc1ccc(-c2c(C)oc3c(CN4CCN(C)CC4)c(O)ccc3c2=O)cc1
→ 2 | -9 | 0 | 7 | 21 | 1 | 0 | 5 | 0.3
> CC(C)(C)OC(=O)[C@H](CCCCN)NC(=O)c1[nH]cnc1C(=O)N[C@@H](Cc1ccccc1)C(=O)OCc1ccccc1
→ -4 | -4 | 5 | -3 | -9 | 0 | -3 | -3 | 0.1
> COc1ccc(CNc2cccc(C)n2)c(O)c1
→ -1 | -1 | 14 | -5 | 11 | 0 | 5 | -2 | 0.4
> Cc1ccc(CNc2ccc(N3CCOCC3)cc2)cc1
→ 4 | 5 | 6 | -1 | -5 | 2 | -20 | 14* | -0.1
> COc1ccccc1-n1cc(CN2CCc3onc(-c4ccc(Br)cc4)c3C2=O)nn1
→ -1 | · | -3 | 7 | · | 15 | 0 | -2 | ·
> Cc1cc(/C=N/NC(=O)c2ccoc2C)cc(C)c1O
→ 0 | -6 | -5 | 6 | 5 | 0 | -2 | 3 | 0.3
> Cc1cc(NC(=O)c2cccc(S(=O)(=O)N3CC(c4ccccc4)CC3=O)c2)no1 (stereo unspecified)
→ 3 | 0 | -3 | 0 | 20 | 7 | -3 | -3 | 1.3
> CCc1ccc(-c2nc(C)c(CCO)c(=O)[nH]2)cc1
→ 3 | -6 | 17 | -22 | 17 | 0 | 5 | 2 | 0.5
> O=[N+]([O-])c1cc(S(=O)(=O)N2CCCC2)ccc1OCc1ccccc1
→ -3 | -12 | 1 | -1 | 11 | 3 | 7 | -7 | 3.9

Quoted at random: 2 compounds from above, in no set order.
Order of values: M5 ag | CHO-K1 Ca antag | CHRM5 PAM | CHRM5 antagonist | CHO-K1 Ca PAM | CHRM4 agonist | M4 antag | CHRM4 PAM | M1 ag parental
> COCCCNC(=O)Cc1c(C)c2c(cc(C)c3c(C)c(C)oc32)oc1=O
→ 0 | -7 | 5 | -1 | -9 | 0 | -10 | -7 | -0.5
> Cc1cc(NC(=O)c2cccc(S(=O)(=O)N3CC(c4ccccc4)CC3=O)c2)no1 (stereo unspecified)
→ 3 | 0 | -3 | 0 | 20 | 7 | -3 | -3 | 1.3

Next records follow:
Order of values: M5 ag | CHO-K1 Ca antag | CHRM5 PAM | CHRM5 antagonist | CHO-K1 Ca PAM | CHRM4 agonist | M4 antag | CHRM4 PAM | M1 ag parental
> CCOC(=O)c1cnc2c(cnn2C)c1NCCC(O)C(F)(F)F (stereo unspecified)
→ -2 | 8 | 2 | -4 | -5 | 0 | 7 | -2 | 0.1
> COc1cccc(-c2c(C#N)c(N)nc3c2c(C)nn3-c2ccccc2)c1O
→ -2 | 7 | -7 | 12 | -10 | 4 | -11 | -2 | 1.2
> CCOc1ccccc1NC(=O)CN1CCC(NC(=O)Nc2ccccc2)CC1
→ 3 | -19 | 2 | -2 | 11 | 7 | -10 | 1 | 0.9
> CC(=O)c1cc(C#N)c(SCc2ccc(F)cc2)nc1C
→ -3 | 3 | -5 | -3 | 11 | 0 | 6 | 2 | 0.9
> Cc1ccccc1OCC(=O)Nc1cccc(Cl)c1C
→ -4 | 1 | 4 | 9 | 9 | -1 | -5 | -2 | -0.2
> CCCN1CCC(Oc2cccc(C(=O)NCCc3ccccc3)c2)CC1
→ -8 | 8 | -13 | 3 | -19 | 3 | -6 | -9 | 0.2
> Cc1cc(Cl)ccc1OCC(=O)N1C(C)CCCC1C (stereo unspecified)
→ -6 | -14 | 7 | -4 | 22 | -2 | -2 | 6 | 1.3
